AmpC inh no detg: blocks E. coli AmpC beta-lactamase in detergent-free assay. P00811. AmpC nitrocefin hydrolysis, absorbance 480 nm, 0.0001% Triton. Potency, µM (highest dose often 57.1 µM), for inactives: at the highest dose activity change, negative = inhibition, actives largely listed as inhibitors. actives 0.52% (n = 330,000). AID 485341;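 note: potency is the fitted concentration of half-maximal effect; plate controls were no compound for no effect and no enzyme for full effect; nearly all actives have a fitted effect of over 20% in size; some results filed as inactive show a strong effect at the top dose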
Target sequence (P00811 whole entry, looked up): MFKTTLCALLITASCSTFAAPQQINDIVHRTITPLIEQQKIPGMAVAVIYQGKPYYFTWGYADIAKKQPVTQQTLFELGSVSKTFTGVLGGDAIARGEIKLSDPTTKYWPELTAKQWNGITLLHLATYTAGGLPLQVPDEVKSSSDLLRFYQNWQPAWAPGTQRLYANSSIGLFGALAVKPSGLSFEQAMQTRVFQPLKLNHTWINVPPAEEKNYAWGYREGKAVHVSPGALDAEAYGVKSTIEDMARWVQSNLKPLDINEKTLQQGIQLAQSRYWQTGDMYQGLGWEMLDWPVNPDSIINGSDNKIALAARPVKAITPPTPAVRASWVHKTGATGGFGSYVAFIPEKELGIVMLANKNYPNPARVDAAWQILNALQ
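20 mM phosphate pH 7.0 + 0.01% (detergent screen) or 0.0001% Triton X-100; 5.3 nM AmpC reagent; cpd preinc 15 min RT; nitrocefin (800 uM stock) to start; A480 q20 s × 4 min; Activity was normalised to no-enzyme and no-compound control wells.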
AMA1 RON2 block: inhibitors of Plasmodium falciparum AMA1-RON2 interaction. AlphaScreen AMA1-biotinylated RON2 peptide binding. Potency, µM (top dose mostly 58.2 µM), inactives show top-dose activity change, negative = inhibition, hits mostly inhibitors. actives 0.2% (n = 360,000). AID 720542;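 note: potency is the fitted concentration of half-maximal effect; 0% = vehicle wells and -100% = peptide control; nearly all actives have a fitted effect of over 45% in size; some results filed as inactive show a strong effect at the top dose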
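AMA1 (3D7) with his tag at 25 nM final met compounds first, then biotinylated RON2 peptide at 25 nM; detection used donor plus acceptor beads, 10 µg/mL apiece, read by AlphaScreen after 30 min at room temperature.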
AmpC detergent: AmpC beta-lactamase inhibition with detergent present; P00811; AmpC hydrolysis of nitrocefin, absorbance 480 nm, 0.01% Triton; Potency, µM (top dose mostly 114 µM), without a hit: at the top dose activity change, negative = inhibition, hits mostly inhibitors; actives 0.041% (n = 370,000); AID 485294;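 note: potency is the fitted concentration of half-maximal effect; 0% = no-compound wells and -100% = no-enzyme wells; nearly all actives have a fitted effect of over 25% in size; some results filed as inactive show a strong effect at the top dose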
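20 mM phosphate pH 7.0 + 0.01% (detergent screen) or 0.0001% Triton X-100; 5.3 nM AmpC reagent; cpd preinc 15 min RT; nitrocefin (800 uM stock) to start; A480 q20 s × 4 min; Activity was normalised to no-enzyme and no-compound control wells.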
HCMV inh: inhibitors of human cytomegalovirus; activity change, negative = inhibition, % at 57.5 µM; actives 4.5% (n = 410,000); HFF cells, HCMV-luciferase reporter, 72 h; active compounds read low; in the data active = activity change below about -60%; inconclusive = no clear call, values can overlap the other calls; inactive = above about -39%
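After 16 h attachment at 37C, HFF cells received test compound and HCMV-luciferase (1 PFU/cell); reporter luminescence read 72 h later, data normalized against buffer-only and known inhibitor Salinomycin.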
Sm TGR block: inhibitors of Schistosoma mansoni thioredoxin glutathione reductase; Q962Y6; purified TGR, DTNB reduction, TNB absorbance 405 nm; AID 485364; actives 3% (n = 360,000); Potency, µM (titrated, usually from 114 µM), without a hit: at the highest dose activity change, negative = inhibition, most hits filed as inhibitors; note: potency is the fitted concentration of half-maximal effect; nearly all actives have a fitted effect of over 60% in size
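Kinetic colorimetric format: TGR-catalysed, NADPH-driven DTNB reduction monitored via TNB absorbance. Enzyme dispensed at 20 nM; compound exposure 15 min at room temperature before reaction start.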
FBPA Giardia inh: blocks Giardia fructose-bisphosphate aldolase activity | Potency, µM (top dose mostly 59.6 µM), for inactives: at the top dose activity, negative = inhibition, most hits filed as inhibitors | A8B2U2 | actives 0.71% (n = 290,000) | purified Giardia FBPA | AID 2451; note: potency is the fitted concentration of half-maximal effect; nearly all actives have a fitted effect of over 55% in size
Target sequence (A8B2U2 whole entry, looked up): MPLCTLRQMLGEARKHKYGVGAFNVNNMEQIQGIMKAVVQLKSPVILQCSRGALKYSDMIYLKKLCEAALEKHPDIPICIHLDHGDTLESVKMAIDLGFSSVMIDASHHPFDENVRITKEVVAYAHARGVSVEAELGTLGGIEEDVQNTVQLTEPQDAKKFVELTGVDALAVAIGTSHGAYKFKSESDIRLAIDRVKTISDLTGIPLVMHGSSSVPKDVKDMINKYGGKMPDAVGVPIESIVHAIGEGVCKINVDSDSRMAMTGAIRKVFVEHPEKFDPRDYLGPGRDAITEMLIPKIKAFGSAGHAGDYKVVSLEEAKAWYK
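Giardia FBPA (40 nM reagent) was preincubated 10 min at RT with compound (up to 57.5 uM final), then substrate plus GAPDH/TPI/NAD/arsenate coupling system with diaphorase/resazurin was added; resorufin fluorescence (525/598 nm) was read after 20 min.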
* hit, by the source's call; u = inconclusive; x = not tested or not shown; & = joins results of further samples; [ ] = dose if it differs, or a comment. Unless noted, calls come from the whole dose curve; as a rule, active = well fitted curve in the direction sought with a large enough effect; inconclusive = small, poorly fitted or top-dose-only effect, or another doubt; inactive = no such curve, though single readings can be large; an effect the other way counts as inactive or inconclusive. Unless noted, % is set by controls: 0 for no effect and ±100 for the full control effect.

Values run as follows: AmpC inh no detg	AMA1 RON2 block	AmpC detergent	Sm TGR block	FBPA Giardia inh	HCMV inh
CCc1cccc(CC)c1NC(=O)CCS(=O)(=O)c1ccc(Br)cc1
  x	x	6%	-19%	x	0
COc1ccc(/C=C/C(=O)Nc2cc(C)nn2-c2nc3ccccc3[nH]2)cc1
  -44%	32%[activator]	0%	8%	-5%	-27
COc1ccc(S(=O)(=O)NCCc2cc3ccc(C)c(C)c3[nH]c2=O)cc1
  -7%	-7%	1%&1%	-5%&2%	4%	23&-15
O=C1C(=O)N(C2CCN(S(=O)(=O)c3ccccc3)CC2)CCN1Cc1ccccc1
  x	x	4%	4%	x	5
Cn1c(CNC(=O)c2ccccc2)nnc1SCC(=O)N1CCN(c2ccccc2)CC1
  -8%	-11%	u	-25%	0%	-7
COc1cccc(NC(=O)CSC2=Nc3ccccc3C3=NC(CC(=O)NCCc4ccccc4)C(=O)N23)c1 (centres undefined)
  x	x	3%	1%	x	19
Cn1cc(CCC(=O)N2CCCC(C(=O)c3cccc4ccccc34)C2)cn1 (centres undefined)
  111%[activator]	23%	-1%	-25%[57.1 µM]	5%	-14
CCOC(=O)c1csc(NC(=O)CN2CCOCC2)n1
  -4%	0%	4%	-9%	u	19
Cc1ccc(CNC(=O)Cn2cncn2)cc1
  -11%	-6%	-5%	8%	4%	22
COc1ccc(CNC(=O)Cc2ccc(NC(=O)N3CCSc4ncccc43)cc2)cc1
  x	x	18%	0%	x	0
Cc1ccc(C(=O)NNC(=O)c2ccc(S(=O)(=O)N3CCOCC3)cc2)cc1
  -8%	9%	1%	8%	1%	5
CC1CCN(c2c(NCC3CCC(C(=O)N4CCc5ccccc5C4)CC3)c(=O)c2=O)CC1 (centres undefined)
  4%	-2%	-9%	-10%	-4%	0
CC/C(O)=C1\C(=O)CC(C)(C)CC1=Nc1ccccc1C
  -9%	1%	9%	3%	-3%	u
CCN(CC)C(=O)CSc1nnc2sc3ccccc3n12
  -12%	0%	-17%	-31%	-7%	-9
N#CC1(NC(=O)CN2C(=O)NC3(CCCCCC3)C2=O)CCCCC1
  -9%	-12%	u	0%	x	20
CCC(C)NC(=O)CCc1c(C)nc2nc(-c3cc(OC)cc(OC)c3)nn2c1C (centres undefined)
  -17%	-1%	-13%&-4%	-1%&8%	2%	-8&45
CCOC(=O)C(Cc1ccccc1)NC(=O)Cn1nnc(-c2ccc(C)cc2)n1 (centres undefined)
  x	x	-3%	-8%	x	-6
O=C1C2C3c4ccccc4C(Br)(c4ccccc43)C2C(=O)N1c1ccccc1O (centres undefined)
  -38%	-5%	-7%	7%	-6%	-6
COc1ccc(C)cc1NC(=O)c1cc(-c2ccccc2)nc2c1cnn2C(C)C
  -9%	2%	2%	5%	x	0
O=C1CCCN1S(=O)(=O)c1ccccc1
  -12%[2.29 µM]	5%	0%	9%	4%	-14
COCc1cc(C)nc(N2CCN(Cc3ccccc3)CC2)c1C#N
  60%	-9%	-13%	5%	11%	-22
N#Cc1ccc(C(=O)Nc2cccc3ncccc23)c(F)c1
  -16%	-2%	-21%	-16%	1%	-39
COc1ccc(S(=O)(=O)NCCOc2ccccc2)cc1F
  -16%	9%	1%	1%	-1%	-19
COCCNC(=O)CN(Cc1ccco1)C(=O)CCC(=O)Nc1nccs1
  -5%	8%	9%	3%	1%	-3
Cc1c(NC(=O)C(C)Oc2ccc(Br)cc2)c(=O)n(-c2ccccc2)n1C (centres undefined)
  -1%	2%	x	x	x	-23
O=C(CCN1CCN(c2ccccc2)CC1)N/N=C/c1ccccc1O
  -24%	89%[activator]	-8%	-3%	15%	-33
O=C(COc1ccc(Cl)cc1)Nc1cccc(S(=O)(=O)NCc2ccco2)c1
  -35%	3%	-1%	-13%	x	-12
Cc1ccc2nc(-c3ccncc3)cc(C(=O)N3CCOCC3)c2c1
  14%	5%	2%	-2%	x	x
O=C(CN1C(=O)NC2(CCCCC2)C1=O)Oc1ccc2ccc(=O)oc2c1
  -18%	-5%	5%	u	x	54
COc1ccc(N2CC(C(=O)N3CCN(Cc4ccc5c(c4)OCO5)CC3)CC2=O)cc1 (centres undefined)
  54%	16%	-1%	6%	5%	-38
Cn1ccnc1-c1nc2ccccc2[nH]c1=O
  -28%	-5%	2%	5%	-6%	13
CCc1ccc(CNCc2c(C(=O)O)c(C)n(Cc3c(F)cccc3Cl)c2C)cc1
  x	x	24%	-16%	x	16
Cc1cc(C)c(S(=O)(=O)N2CCCCC2CCNC(=O)C(=O)NCc2ccccn2)c(C)c1 (centres undefined)
  120%[activator]	62%[activator]	0%	-1%	x	5
CCc1cc2c(-c3ccccc3)cc(=O)oc2cc1OCC(=O)NCC1CCC(C(=O)O)CC1 (centres undefined)
  -32%	25%	-2%	5%	3%	13
Cc1nnc(NC(=O)c2c(F)c(F)c(F)c(F)c2F)s1
  -6%	12%	-14%	-22%	-5%	-12
CCC(=O)Nc1cccc(NC(=S)NC(=O)c2cccs2)c1
  -37%	78%[activator]	-5%	25µM*	u	59
CC1CCC(NC(=O)c2ccc(NC3=NC4CS(=O)(=O)CC4S3)cc2)CC1 (centres undefined)
  9%	-1%	2%	0%	x	-4
COc1ccc(-n2c3c(cc(C(=O)NNc4ccccc4)c2=O)C(=O)CC(C)(C)C3)cc1
  28%	-5%	2%	-9%	-3%	u
COc1ccc(Cl)cc1NC(=O)C1CCN(c2ncnc3c2nc2n3CCCCC2)CC1
  x	x	19%	-3%	x	5
CC(=NCCN(C)C)c1c(O)n(Cc2ccccc2)c(=O)[nH]c1=O
  -20%	74%[activator]	-5%	u	2%	32

Single records (already shown). Screens in order: AmpC inh no detg, AMA1 RON2 block, AmpC detergent, Sm TGR block, FBPA Giardia inh, HCMV inh
CC(=NCCN(C)C)c1c(O)n(Cc2ccccc2)c(=O)[nH]c1=O is listed with -20%, 74%[activator], -5%, u, 2%, 32
CCC(C)NC(=O)CCc1c(C)nc2nc(-c3cc(OC)cc(OC)c3)nn2c1C (centres undefined) is listed with -17%, -1%, -13%&-4%, -1%&8%, 2%, -8&45
CCc1cc2c(-c3ccccc3)cc(=O)oc2cc1OCC(=O)NCC1CCC(C(=O)O)CC1 (centres undefined) is listed with -32%, 25%, -2%, 5%, 3%, 13
COc1ccc(/C=C/C(=O)Nc2cc(C)nn2-c2nc3ccccc3[nH]2)cc1 is listed with -44%, 32%[activator], 0%, 8%, -5%, -27

Remaining list, next part:
Values run as follows: AmpC inh no detg	AMA1 RON2 block	AmpC detergent	Sm TGR block	FBPA Giardia inh	HCMV inh
COc1ccc(NC(C)=O)c2nc(C)c(C)nc12
  -2%	2%	9%	0%	-15%	80
CC(=N/O)/C(=N\O)c1ccc(C)o1
  -19%	25%	3%	6%	-11%	49
CC(NCc1ccc2c(c1)OCO2)c1ccccc1 (centres undefined)
  -9%	-10%	u	-16%	-19%	54
COc1ccc(CNS(=O)(=O)c2ccc(-c3cc(C)no3)cc2)cc1
  -2%	-1%	4%	-6%	x	-36
Cc1nc2c(C)cccc2c2c1CCS2
  -10%	-20%	3%	-2%	-1%	-26
CCOc1cc2[nH]c(=O)n(CCCCCC(=O)NC3CCCC3)c(=O)c2cc1OCC
  -12%	7%	-13%	-23%	x	51
CCn1cc(C(=O)N2CCN(c3cccc(C)c3)C(C)C2)c(=O)c2cc(S(=O)(=O)N3CCOCC3)ccc21 (centres undefined)
  x	x	2%	0%	x	12
Cc1cccc(C(CC(=O)N2CCCCC2)c2ccccc2)c1O (centres undefined)
  -12%	-3%	-10%	28µM*	5%	13
COc1ccc(C(=O)N(C)CC2CCN(CCc3cccc(C(F)(F)F)c3)CC2)cc1C
  144%[activator]	4%	-11%	3%	0%	-8
O=C(Nc1cc(S(=O)(=O)N2CCOCC2)ccc1OCC(F)(F)F)c1ccc(N2CCCC2=O)cc1
  -2%	5%	-22%	-6%	x	-8
COc1ccc(NC(=O)COC(=O)[C@@H]2CCCN2C(=O)c2cccs2)cc1
  -5%	-5%	-13%	-24%	4%	19
COc1ccc(-c2nnn(-c3ccc(Cl)cc3Cl)c2N)cc1
  -29%	8%	7%	11%	-10%	u
COc1cc(NC(=O)CN2CCN(c3ccc(F)cc3)CC2)cc(OC)c1
  x	x	14%	4%	x	9
COc1ccc(CCN(C)c2ccc(S(=O)(=O)N3CCCC3)cn2)cc1OC
  72%[activator]	-19%	-8%	9%	3%	121
COc1ccc(CCN2CC(C(=O)NCCN3CCCC3=O)CCC2=O)cc1 (centres undefined)
  12%	-20%	-5%	1%	-3%	3
CCCc1ccc2oc(C(=O)N3CCN(CCC(N)=O)CC3)c(C)c2c1
  108%[activator]	-11%	-11%	u	19%	-14
Cc1cccc(NCc2nc3ccccc3n2C)c1
  -2%	-11%	2%	-6%	-9%	37
CCN(CC)C(=O)Cn1cc(C(=O)C(=O)NCCc2ccccc2)c2ccccc21
  58%	12%	-9%	0%	17%	-22
COC(=O)c1ccc(NC(=O)CC2C(=O)N(c3ccccc3)C(=O)N2C2CCCC2)cc1 (centres undefined)
  x	x	-2%	-9%	x	-1
Cc1cccc(C)c1NC(=O)CS(=O)CC(=O)NCC1OCCc2ccccc21 (centres undefined)
  0%	10%	-6%	-17%	4%	-27
Cn1nnnc1SCC(=O)Nc1ccccc1Cl
  -18%	u	u	28%	6%	1
Oc1ccc(-c2csc(Nc3ncccn3)n2)cc1O
  -40%	-14%	-8%	u	u	111
COc1cc(CCC(=O)OCc2ccccc2C#N)cc(OC)c1OC
  3%	-10%	-12%	0%	-2%	11
O=C(O)c1ccccc1C(=O)NNc1ccc(Cl)cc1Cl
  -19%	-4%	6%	2%	4%	-23
CN(C)c1ccc(C(=O)OCC(=O)NCC2CCCO2)cc1 (centres undefined)
  -5%	6%	-2%	-5%	-1%	103
O=C(CN(Cc1ccco1)C(=O)c1ccc(F)cc1F)Nc1ccccc1C(F)(F)F
  -5%	15%	-9%	u	x	0
CN1CCN(C(=S)NC(=O)c2ccc(S(=O)(=O)N3CCOCC3)cc2)CC1
  -34%	10%	1%	-16%	u	-11
O=C(CCCN1C(=O)c2ccccc2C1=O)Oc1ccc(Cl)cc1
  4%	14%	1%	-6%	10%	23
COc1ccc(-c2csc(C)n2)cc1Br
  -14%	23%	u	7%	5%	12
O=Cc1ccccc1Oc1ccccc1
  -16%	-1%	-1%	-1%	7%	u
Cc1ncc(CN2CCC(CO)(CCOc3ccccc3)CC2)s1
  18%	0%	-1%	-5%	3%	-8
O=C(O)C1C2C=CC(O2)C1C(=O)NCCc1cccc(Cl)c1 (centres undefined)
  -21%	-6%	-1%	x	0%	-23
COc1ccc(CCNC(=O)[C@@H](NC(=O)c2ccccc2F)C(C)C)cc1OC
  -15%	14%	-13%	9%	-1%	-4

High-throughput results (PubChem)
